Bioassay records (PubChem)
SUMO1 PPI mod: modulators of SUMO1 protein-protein interactions, primary screen, biochemical, uHTS | 0.33% of 360,000 active | AID 602429, 2012 | SUMO1 binding to a labelled peptide, TR-FRET, 1 h | inhibition, % at 20 µM | Small ubiquitin-related modifier 1 (Homo sapiens), P63165; in the data active = inhibition above about 37%
Target sequence (P63165 whole entry, looked up): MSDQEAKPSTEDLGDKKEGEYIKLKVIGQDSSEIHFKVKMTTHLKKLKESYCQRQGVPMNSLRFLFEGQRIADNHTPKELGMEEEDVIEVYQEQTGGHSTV
STEP block: STEP phosphatase inhibitors, primary screen, biochemical, fluorescence intensity, uHTS; AID 588621, 2011; inhibition, % at 20 µM; 0.25% of 360,000 active; recombinant STEP, OMFP fluorogenic substrate;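 active = inhibition at 20 µM, scaled per plate between control wells, above about 37%, limit read from the data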;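 note: 0% = DMSO with enzyme and substrate and 100% = substrate only without enzyme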
Target sequence (P54829 whole entry, looked up): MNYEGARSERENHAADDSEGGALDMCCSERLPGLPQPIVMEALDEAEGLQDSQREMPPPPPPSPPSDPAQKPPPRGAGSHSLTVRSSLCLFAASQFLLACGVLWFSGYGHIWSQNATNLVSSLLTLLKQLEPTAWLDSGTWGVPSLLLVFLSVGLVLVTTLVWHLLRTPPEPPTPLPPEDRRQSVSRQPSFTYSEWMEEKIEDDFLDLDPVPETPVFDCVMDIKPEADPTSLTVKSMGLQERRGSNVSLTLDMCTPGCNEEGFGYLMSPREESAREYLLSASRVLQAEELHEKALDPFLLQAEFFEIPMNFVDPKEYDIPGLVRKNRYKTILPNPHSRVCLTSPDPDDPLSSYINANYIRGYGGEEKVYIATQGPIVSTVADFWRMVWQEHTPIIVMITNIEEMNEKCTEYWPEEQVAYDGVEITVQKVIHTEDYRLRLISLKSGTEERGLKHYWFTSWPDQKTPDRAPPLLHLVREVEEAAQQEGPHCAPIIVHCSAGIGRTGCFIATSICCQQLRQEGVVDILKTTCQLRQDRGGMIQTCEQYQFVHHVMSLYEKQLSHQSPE
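material = STEP tyrosine phosphatase | reagent = fluorogenic phosphatase substrate OMFP at 25 µM final | doses = single compound dose of 20 µM, 1% DMSO final | schedule = 20 min reaction, room temperature, in the dark | measured by = fluorescence, 480/540 nm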
NadD block: inhibitors of S. aureus NadD, primary screen, biochemical, colorimetric, uHTS | Nicotinate-nucleotide adenylyltransferase NadD (Staphylococcus aureus N315) | purified NadD enzyme, colorimetric absorbance read-out | inhibition, % at 20 µM | 0.78% of 360,000 active | AID 602399, 2012; in the data active = inhibition above about 26%; note: some compounds past the cut are filed as inactive
DNMT1 inh: human DNMT1 methyltransferase inhibitors, primary screen, biochemical, molecular beacon, fluorescence, HinP1I cleavage, uHTS | AID 588458, 2011 | inhibition (reported as % activation of signal), % at 10 µM | 0.83% of 360,000 active | DNA (cytosine-5)-methyltransferase 1 (Homo sapiens), P26358; in the data active = inhibition above about 50%
CSN inh: inhibitors of CSN-mediated cullin deneddylation, primary screen, biochemical, fluorescence polarization, uHTS | 0.38% of 360,000 active | inhibition, % at 12.5 µM | Purified CSN, SCF-Nedd8-OG deneddylation | COP9 signalosome complex subunit 5 (Homo sapiens), Q92905;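 active = pattern-corrected inhibition above about 35%, with an unprinted fluorescence ratio check between 0.5 and 1.5, limit read from the data, passing the limit was not always enough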;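 note: 0% = enzyme with substrate and 100% = substrate without enzyme; some results filed as inactive read as strong as hits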
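Material: human Csn5 produced in HEK293T cells; Input: enzyme 0.24 nM; Reagent: SCFSkp2-Nedd8OG substrate at 10 nM final; Dosing: 12.5 µM compound; Incubation: 90 min reaction at room temperature; Detection: fluorescence polarization of the substrate; Evaluation: % inhibition of substrate cleavage by Csn5; Control set: substrate-only high control, full reaction low control.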
Scp-1 inhibitor: Scp-1 phosphatase inhibitors, primary screen, biochemical, colorimetric, uHTS; Recombinant Scp1, phosphopeptide, malachite green phosphate absorbance; inhibition, % at 20 µM; 0.88% of 340,000 active;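 active = inhibition above about 50% at 20 µM, limit read from the data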;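 note: plate controls were DMSO wells with enzyme for no effect and wells lacking enzyme for full effect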
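System: SCP-1 catalytic domain; Reagent: Phospho 17-mer peptide substrate; Doses: one concentration, 20 µM, with 1.0% DMSO; Incubation: 45 min room-temperature reaction, 5 min colour, 30 min stabiliser; Signal: Phosphate-binding colour reagent, absorbance read at 630 nm.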
MsrA inhibitor: bovine MsrA enzyme inhibitors, primary screen, biochemical, absorbance, HTS; 0.75% of 360,000 active; inhibition, % at 15.5 µM; purified bovine MsrA, absorbance read-out; in the data active = inhibition above about 4.5%;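 note: 0% = vehicle wells with enzyme and 100% = reference inhibitor wells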
Rpn11 block: Rpn11 (PSMD14) deubiquitinase inhibitors, primary screen, biochemical, fluorescence polarization, uHTS; AID 588493, 2011; 26S proteasome non-ATPase regulatory subunit 14 (Homo sapiens), O00487; human 26S proteasome, Ub4-pepOG fluorescence polarization; 20S core pre-blocked with epoxomicin; calls only at 20 µM; 0.59% of 360,000 active;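 active = inhibition at 20 µM, scaled to each plate's controls, above about 33%, limit read from the data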
Target sequence (O00487 whole entry, looked up): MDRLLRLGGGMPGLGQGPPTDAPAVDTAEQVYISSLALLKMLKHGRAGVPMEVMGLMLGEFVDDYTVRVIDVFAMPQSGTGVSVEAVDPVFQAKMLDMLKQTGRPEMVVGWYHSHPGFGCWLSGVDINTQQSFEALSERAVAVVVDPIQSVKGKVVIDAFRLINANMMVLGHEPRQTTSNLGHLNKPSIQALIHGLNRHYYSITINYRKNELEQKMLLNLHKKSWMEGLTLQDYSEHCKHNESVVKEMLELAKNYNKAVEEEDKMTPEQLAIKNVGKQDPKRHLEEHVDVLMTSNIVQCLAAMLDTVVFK
TbMetRS inhib: T. brucei MetRS inhibitors, primary screen, biochemical, luminescence; methionyl-tRNA synthetase (Trypanosoma brucei brucei); purified T. brucei MetRS, ATP depletion, Kinase-Glo luminescence; inhibition, % at 11.9 µM; 0.4% of 360,000 active;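 active = inhibition above a per-plate cutoff of the control wells' mean inhibition plus 3 SD, cut at about 5.5% in these data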;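 note: 0% = DMSO wells median and 100% = median of wells with control inhibitor compound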
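Material: T. brucei methionyl-tRNA synthetase, purified; reagent: substrates ATP, L-methionine and bulk Escherichia coli tRNA; dosing: 11.9 µM single point; timing: 15 min plus 2 h at 25 °C; detection: luminescence of leftover ATP; evaluation: % inhibition; control set: DMSO-only wells as low control; replicates: singlicate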
LMPTP inh: LMPTP phosphatase inhibitors, primary screen, biochemical, fluorescence intensity, uHTS | recombinant LMPTP-A, OMFP fluorogenic substrate | inhibition, % at 20 µM | 0.22% of 360,000 active | AID 651560, 2012;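 active = compounds that cut the enzyme signal by at least half of the control window in the single-dose screen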;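 note: plate controls were DMSO wells with enzyme plus substrate for no effect and substrate without enzyme for full effect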
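Assay system: LMPTP-A, protein tyrosine phosphatase of low molecular weight / Medium: pH 6.0 Bis-Tris buffer with DTT and Triton X-100 / Schedule: 50 min enzyme reaction at room temperature, protected from light / Measured by: endpoint fluorescence intensity from OMFP dephosphorylation / Read-out basis: % inhibition relative to no-enzyme and uninhibited control wells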
The depositor's hits bear a star; i = inactive; . = not tested or not shown. This is a random part of the collection; 3.9% or so of the library scored in one or more.

SUMO1 PPI mod	STEP block	NadD block	DNMT1 inh	CSN inh	Scp-1 inhibitor	MsrA inhibitor	Rpn11 block	TbMetRS inhib	LMPTP inh	SMILES
-1	1	-5	0	9	1	2.0	i	-0.6	0.1	COc1ccc(/C=N/NC(=O)c2cc(-c3cccnc3)nc3ccccc23)c(OC)c1
-12	53*	-4	35	1	67*	0.9	i	-2.2	37	O=S(=O)(Nc1ccccc1Cl)c1cccc2nsnc12
7	-2	-4	-3	1	0	3.1	i	-0.3	-1.9	CCOC(=O)C1CCN(C(=O)CN(c2cc(Cl)ccc2OC)S(=O)(=O)c2ccccc2)CC1
-2	-1	0	4	-1	.	1.3	i	-0.2	-1.1	CCCS(=O)(=O)NC(=O)C1(C)CCCN(C(=O)c2c(F)cccc2F)C1 (configuration not stated)
-3	2	-5	-1	-1	-13	1.5	i	0.1	-1.6	CCOC(=O)c1sc(=S)n(C)c1C
9	1	9	2	5	.	0.5	i	0.0	-0.6	CCc1nc2c(OCc3ccc(C(=O)OC)cc3)cccn2c1N(C)C(=O)CC(C)C
-1	-5	5	-1	-2	-12	-0.2	i	0.3	-0.9	CCCNS(=O)(=O)c1cccc2cccnc12
-1	1	4	8	-2	-4	-0.4	i	-0.2	-0.6	O=[N+]([O-])c1cc2c(c(CSc3nnc(Nc4ccccc4)s3)c1)OCOC2

The list continues:
SUMO1 PPI mod	STEP block	NadD block	DNMT1 inh	CSN inh	Scp-1 inhibitor	MsrA inhibitor	Rpn11 block	TbMetRS inhib	LMPTP inh	SMILES
-25	1	1	9	1	-7	-0.8	i	-0.2	-2.1	Cc1cc(N(C)C(=O)c2ccc3c(c2)S(=O)(=O)c2cc(Cl)ccc2C3=O)c(C(F)(F)F)o1
-5	0	0	-4	0	3	0.4	i	-0.2	0.2	COc1ccc(NC(=O)O/N=C/c2ccncc2)cc1
2	2	2	-1	-2	-2	1.4	i	-0.9	0.1	COCc1[nH][nH]c(=O)c1C=NCC(=O)OC
0	0	-1	1	5	8	-0.3	i	-0.1	-1.8	O=C(CN1CCN(Cc2ccccc2)CC1)NC(=O)NC1CCCCC1
-6	-4	8	-36	0	-3	-0.8	i	-0.3	0.1	Nc1ccc(Oc2cccc(Oc3ccc(N)cc3)c2)cc1
-4	-1	-8	-5	9	-11	1.4	i	-0.4	-0.7	NC(=O)/C(=C/c1ccco1)NC(=O)/C=C/c1ccccc1
23	1	-5	2	1	6	1.2	i	-0.7	1.6	COc1ccc(Cl)cc1NC(=O)CCN1C(=O)C2CC=CCC2C1=O (configuration not stated)
-5	-1	-1	-2	-7	-6	0.2	i	-1.5	-2.5	Cc1cc(NC(=O)CCN2CCN(C)CC2)ccc1Br

The results go on:
SUMO1 PPI mod	STEP block	NadD block	DNMT1 inh	CSN inh	Scp-1 inhibitor	MsrA inhibitor	Rpn11 block	TbMetRS inhib	LMPTP inh	SMILES
5	-4	0	2	-8	-2	0.7	i	-0.7	1.8	CCOc1ccc(-c2noc(-c3cccnc3)n2)cc1OC
0	2	-1	-3	2	2	-0.5	i	-0.4	-0.6	COc1cc(NCCC(=O)c2cccs2)c(OC)cc1Cl
6	1	1	8	0	.	-1.0	i	-0.6	-1.8	C[C@@H]1CN([C@H](C)CO)C(=O)CCCn2cc(nn2)CO[C@H]1CN(C)C(=O)Nc1cccc(F)c1
6	1	4	-6	29	4	1.0	i	-0.3	-1.2	CCCn1c(SCC(=O)N2CCc3ccccc3C2)nc(O)cc1=O
-3	-3	-2	0	1	-5	-0.6	i	-0.3	1.2	Cn1cc(SCC(=O)NC2CCCC2)c2ccccc21
1	2	-3	-2	-1	-7	-0.1	i	0.6	-0.8	O=C(C1CCN(S(=O)(=O)c2cnc[nH]2)CC1)N1CCc2ccccc2C1
-8	0	-2	0	3	-1	-0.1	i	-0.5	0.3	COc1ccc(C(=O)NCC(=O)N/N=C(\C)c2ccco2)cc1OC
-3	1	2	1	2	-1	-1.5	i	0.0	2.0	CCOc1ccc(NC(=O)CN(C)C(=O)c2ccc(C3SCCS3)cc2)cc1OCC

Additional results follow:
SUMO1 PPI mod	STEP block	NadD block	DNMT1 inh	CSN inh	Scp-1 inhibitor	MsrA inhibitor	Rpn11 block	TbMetRS inhib	LMPTP inh	SMILES
3	1	-3	-2	-1	-9	-0.6	i	0.5	-1.1	O=C(CN1CCN(S(=O)(=O)c2ccc(F)cc2)CC1)NC1CCCC1
2	-1	-2	0	3	-6	-0.1	i	-0.8	0.9	CCSc1nc2ccccc2c(=O)n1Cc1ccc(F)cc1
-2	-2	-7	6	50*	-12	-0.9	.	0.0	1.0	C#CCN1C(=O)S/C(=C\c2cc3c(cc2OC)OCO3)C1=O
1	-1	0	-1	-1	-3	2.6	i	0.6	-0.1	Cc1c(C(C)NC(=O)c2ccc3nc(Cc4ccccc4F)oc3c2)cnn1C (configuration not stated)
6	0	0	2	5	-3	0.5	i	-1.1	1.0	Cc1ccc(/C=N/NC(=O)c2c(C)nc3ccc(Br)cn23)cc1
0	3	8	-1	2	2	-0.5	i	-0.4	3.5	Cc1cc(C)c(S(=O)(=O)NCC(c2ccco2)N2CCc3ccccc3C2)c(C)c1 (configuration not stated)
1	1	34*	87*	19	17	-1.3	i	-0.9	3.8	O=C(/C=C/c1ccco1)N1CCC(Cc2ccccc2)CC1
-9	2	0	-13	3	-3	4.3	i	-0.6	3.8	CCN(CCO)c1ccc(NC(=S)Nc2cccc(S(=O)(=O)N(C)C)c2)cc1

(list continues)
SUMO1 PPI mod	STEP block	NadD block	DNMT1 inh	CSN inh	Scp-1 inhibitor	MsrA inhibitor	Rpn11 block	TbMetRS inhib	LMPTP inh	SMILES
0	3	-3	2	0	-4	-0.2	i	-0.3	-0.3	O=C1CSC(=S)N1c1ccc(F)c(Cl)c1
5	4	4	1	-2	-1	2.1	i	-0.3	2.4	CS(=O)(=O)Nc1cccc(-c2cn3ccccc3n2)c1
2	-1	-4	2	-3	-11	2.8	i	0.2	0.2	CC(=O)NCc1ccc(C(=O)O)cc1
-1	-1	1	4	1	-2	1.3	i	-1.2	-5.9	Cc1ccc(C(=O)NCCCn2ccnc2)o1
5	1	2	-7	3	-3	0.4	i	-0.6	2.8	Cc1cccc(N2C(=O)CC(SC(=Nc3ccccc3)Nc3ccccc3)C2=O)c1 (configuration not stated)
-1	-3	-4	-1	-4	-2	1.2	i	-0.4	-1.2	COc1ccc(NC(=O)CCc2nnc3ccc(N4CCC5(CC4)OCCO5)nn23)cc1
3	0	-4	3	-11	-1	-0.9	i	-0.3	-0.6	Cc1ccc(C(=O)N[C@H](C(=O)OCc2cc(=O)oc3cc(C)ccc23)C(C)C)cc1
-2	6	19	-7	-1	-8	0.9	i	-0.6	3.9	CCOC(=O)CSc1nc2c(c(-c3ccc(C)o3)c1C#N)CCCC2

Quoted from the listing:
`CS(=O)(=O)Nc1cccc(-c2cn3ccccc3n2)c1` @ LMPTP inh: 2.4
`Cc1cccc(N2C(=O)CC(SC(=Nc3ccccc3)Nc3ccccc3)C2=O)c1` (configuration not stated) @ STEP block: 1

Other records.
SUMO1 PPI mod	STEP block	NadD block	DNMT1 inh	CSN inh	Scp-1 inhibitor	MsrA inhibitor	Rpn11 block	TbMetRS inhib	LMPTP inh	SMILES
4	-2	0	4	5	-10	-0.1	i	-0.1	0.9	Cc1cc(C)c(S(=O)(=O)c2ccccc2)c(OC(=O)c2c(F)cccc2Cl)n1
2	1	-1	1	3	-3	-0.8	i	-0.6	-1.0	CCOCC(=O)Nc1cc(C)on1
-3	-1	-4	1	0	-11	-1.8	i	0.3	2.9	Cc1ccc(C)c(N2CCN(C(=O)CCC(=O)Nc3nnc(C(F)(F)F)s3)CC2)c1
2	-1	3	1	-11	-5	0.2	i	-0.4	-0.3	COc1ccccc1-c1nnc(SCC(=O)O)n1-c1ccccc1
5	3	-5	-6	-8	-5	-1.2	i	-0.4	-1.6	CSCC(=O)NC1CCCN(C2Cc3ccccc3C2)C1 (configuration not stated)
0	-3	1	0	-4	-4	0.3	i	0.0	-0.5	O=C(CCCOc1ccccc1)NC1CCCc2ccccc21 (configuration not stated)
3	2	3	-3	-1	.	1.3	i	0.4	-0.6	CCCC(=O)N1CCC1(C)C(=O)Nc1ccc2c(c1)CCN2C(C)=O (configuration not stated)
0	-1	-7	-2	-10	-4	-0.2	i	0.0	-1.7	Cc1cc(C(=O)NNC(=S)NCC(C)C)no1
-14	2	3	-4	0	1	0.9	i	-0.4	2.2	Cc1cc(C(=O)Nc2cccc(-c3ccc(N4CCOCC4)nn3)c2)ccc1[N+](=O)[O-]
-24	26	-1	-4	-1	-4	-0.1	i	-0.1	-1.9	CC(=O)Nc1c(Cl)cc([N+](=O)[O-])c2ccccc12

Filtered by structure, the compounds so far with a furan ring, fused or not.
SUMO1 PPI mod	STEP block	NadD block	DNMT1 inh	CSN inh	Scp-1 inhibitor	MsrA inhibitor	Rpn11 block	TbMetRS inhib	LMPTP inh	SMILES
-25	1	1	9	1	-7	-0.8	i	-0.2	-2.1	Cc1cc(N(C)C(=O)c2ccc3c(c2)S(=O)(=O)c2cc(Cl)ccc2C3=O)c(C(F)(F)F)o1
-4	-1	-8	-5	9	-11	1.4	i	-0.4	-0.7	NC(=O)/C(=C/c1ccco1)NC(=O)/C=C/c1ccccc1
-8	0	-2	0	3	-1	-0.1	i	-0.5	0.3	COc1ccc(C(=O)NCC(=O)N/N=C(\C)c2ccco2)cc1OC
0	3	8	-1	2	2	-0.5	i	-0.4	3.5	Cc1cc(C)c(S(=O)(=O)NCC(c2ccco2)N2CCc3ccccc3C2)c(C)c1 (configuration not stated)
1	1	34*	87*	19	17	-1.3	i	-0.9	3.8	O=C(/C=C/c1ccco1)N1CCC(Cc2ccccc2)CC1
-1	-1	1	4	1	-2	1.3	i	-1.2	-5.9	Cc1ccc(C(=O)NCCCn2ccnc2)o1
-2	6	19	-7	-1	-8	0.9	i	-0.6	3.9	CCOC(=O)CSc1nc2c(c(-c3ccc(C)o3)c1C#N)CCCC2
